PfG6PD inh – PfG6PD (Plasmodium falciparum) enzyme inhibition. PfGluPho enzyme, NADPH resazurin-diaphorase fluorescence. inhibition, % at 20 µM. hit rate 0.78% among 350,000;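 active means inhibition reaching at least a set limit at 20 µM in the primary screen, cut at about 59% in these data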;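 further: 0% = DMSO wells with substrate and 100% = DMSO wells lacking glucose-6-phosphate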
HKDC1 inh – inhibitors of human hexokinase HKDC1. Q2TB90. recombinant HKDC1, G6PDH/diaphorase resazurin coupled fluorescence. inhibition, % at 20 µM. hit rate 0.16% among 340,000. AID 493160;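 active means inhibition above about 35% when tested at 20 µM, limit read from the data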;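 further: plate controls were DMSO wells with enzyme for no effect and DMSO wells lacking enzyme for full effect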
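Material – in-house recombinant HK5 (HKDC1) enzyme · Quantity – HKDC1 at 5 µg/mL · Buffer or medium – pH 8.0 Tris buffer with 10 mM MgCl2 · Reagent – glucose with 1 mM ATP · Dosing – single 20 µM dose · Times – reaction time 90 min, room temperature, protected from light · Technique – resorufin fluorescence at 613 nm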
SENP8 block-1 – SENP8 (human) protease inhibition. hit rate 0.64% among 360,000. inhibition, % at 20 µM. AID 602440. recombinant SENP8, Nedd8 substrate fluorescence. Q96LD8; in the data active means inhibition mostly above about 40%, no sharp cut-off; inactive means mostly below about 27%
Target sequence (Q96LD8 whole entry, looked up): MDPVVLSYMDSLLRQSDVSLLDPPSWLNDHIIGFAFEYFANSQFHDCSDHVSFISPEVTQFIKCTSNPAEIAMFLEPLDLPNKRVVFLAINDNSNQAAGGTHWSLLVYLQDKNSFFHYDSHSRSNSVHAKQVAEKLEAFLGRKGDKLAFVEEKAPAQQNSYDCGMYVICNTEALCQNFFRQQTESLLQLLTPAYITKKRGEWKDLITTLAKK
SENP6 block – inhibitors of human SENP6 protease; Recombinant SENP6 catalytic domain, aminoluciferin luminescence; inhibition, % at 10 µM; hit rate 1.8% among 330,000;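 active means inhibition above about 50% at the single tested dose, limit read from the data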;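 further: plate controls were DMSO wells with enzyme for no effect and DMSO wells lacking enzyme for full effect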
SENP1 FRET inh – inhibitors of human SENP1 SUMO protease catalytic domain. AID 624204. hit rate 0.21% among 360,000. Q9P0U3. inhibition, % at 10 µM. recombinant SENP1 catalytic domain, CyPet-SUMO1-YPet FRET cleavage;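 active means inhibition at least 30% at 10 µM, raw YFP signal under a set limit, fluorescence ratio 0.5 to 1.5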;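 further: 0% = enzyme with DMSO and 100% = no enzyme wells; some results filed as inactive read as strong as hits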
Target sequence (Q9P0U3 419-644 limits assumed): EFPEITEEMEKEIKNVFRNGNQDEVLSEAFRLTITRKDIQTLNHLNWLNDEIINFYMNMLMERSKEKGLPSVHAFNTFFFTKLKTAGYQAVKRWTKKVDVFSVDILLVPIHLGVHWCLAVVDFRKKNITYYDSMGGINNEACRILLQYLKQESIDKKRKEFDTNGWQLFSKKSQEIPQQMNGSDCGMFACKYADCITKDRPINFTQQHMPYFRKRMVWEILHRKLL
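Material – human SENP1 catalytic domain · Input – SENP1 enzyme, 20 pM final · Compound dosing – single concentration of 10 µM compound, 0.5% DMSO final · Timing – enzyme reaction for 50 min at room temperature, dark · Measured by – FRET fluorescence in CFP and YFP emission channels · Control set – no-enzyme wells low, DMSO-plus-enzyme wells high control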
UBC13 inh – inhibitors of human UBC13 polyubiquitin chain formation; P61088; TR-FRET; hit rate 0.47% among 330,000; inhibition, % at 20 µM; in the data active means inhibition above about 45%, passing the limit was not always enough
Target sequence (P61088 whole entry, looked up): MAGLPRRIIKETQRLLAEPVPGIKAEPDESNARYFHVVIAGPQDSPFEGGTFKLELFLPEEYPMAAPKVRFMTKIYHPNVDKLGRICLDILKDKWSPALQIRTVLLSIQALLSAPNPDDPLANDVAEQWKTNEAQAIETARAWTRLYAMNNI
SENP8 block-2 – SENP8 protease inhibition. purified SENP8, Z-RLRGG-aminoluciferin cleavage, luminescence. inhibition, % at 10 µM. hit rate 1.2% among 330,000. AID 2540; in the data active means inhibition above about 50%
beta cell repl – induces beta-cell replication in MIN6 cells; hit rate 0.29% among 330,000; proliferation, % at 10 µM; MIN6 cells proliferation, ATPlite luminescence, 48 h; cells starved in 0.2% serum; 100% = growth in 10% serum;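 active means compounds whose signal lies at least 3.5 SD above the mean of all wells on their plate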;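 further: 0% = DMSO-treated cells in low-serum medium and 100% = 10% serum control; some compounds called inactive have numbers as strong as hits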
SENP7 inh – blocks the human protease SENP7. AID 434973. hit rate 1.5% among 330,000. recombinant SENP7, Z-RLRGG-aminoluciferin luminescence, 40 min. inhibition, % at 5 µM;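 active means inhibition above about 50% at the single test dose, limit read from the data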;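 further: plate controls were DMSO with enzyme for no effect and no enzyme buffer wells for full effect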
Target sequence (Q9BQF6 706-1050 limits assumed): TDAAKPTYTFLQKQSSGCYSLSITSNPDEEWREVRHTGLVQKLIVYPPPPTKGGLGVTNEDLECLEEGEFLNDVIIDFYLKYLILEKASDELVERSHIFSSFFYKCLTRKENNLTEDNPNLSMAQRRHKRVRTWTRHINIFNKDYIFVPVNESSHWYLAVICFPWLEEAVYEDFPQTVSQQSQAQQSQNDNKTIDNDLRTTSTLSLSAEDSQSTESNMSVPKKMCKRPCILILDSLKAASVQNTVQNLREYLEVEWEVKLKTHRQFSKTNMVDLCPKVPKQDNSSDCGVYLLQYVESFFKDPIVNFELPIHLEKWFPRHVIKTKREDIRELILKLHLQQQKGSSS
Numbers without * were called inactive; i = inactive; . = not tested or not shown; & = joins results of further samples. Compounds as they come; any-hit rate near 4%.

no.	Compound	beta cell repl	SENP7 inh	SENP6 block	UBC13 inh	PfG6PD inh	SENP8 block-1	SENP1 FRET inh	HKDC1 inh	SENP8 block-2
1	CCOC(=O)C1CCCN(C(=O)C2CCN(S(=O)(=O)c3c(C)noc3/C=C/c3ccccc3F)CC2)C1 (stereo not given)	-7	7	12	-2	-6	16	-1	2	1
2	O=C(NCC(=O)N1CCN(S(=O)(=O)c2ccccc2F)CC1)c1ccc2c(c1)OCO2	-1	1	0	-3	-19	7	2	1	-1
3	NC(=O)c1ccsc1NC(=O)CCS(=O)(=O)c1ccccc1	-1	-5	-2	1	-12	8	-2	-2	7
4	Nc1cc(S(=O)(=O)N2CCCCC2)ccc1N1CCCCC1	-4	7	-11	4	10	-47	-1	-1	4
5	Cc1ccc(NC(=O)c2ccc(COc3ccc4c(c3)CCC4)cc2)c(C)c1	-3	-1	9	5	-6	7	1	0	1
6	Cc1ccc(C(=O)N/N=C/c2nc3ccccc3n2C)cc1	-1	-10	-8	14	3	-86	2	-5	-4
7	CN(C)S(=O)(=O)c1ccc(C(=O)OCc2ccc([N+](=O)[O-])cc2)cc1	-2	-9	-18	-4	0	1	1	-10	-10
8	C(=N\c1nc2ccccc2n1Cc1ccccc1)/c1cccs1	-2	2	17	-1	4	21	-2	-4	-5
9	Cc1ccc(C(=O)CN2C(=O)NC3(CCCCCC3)C2=O)c(C)c1	0	4	-6	0	2	11	1	-2	6
10	CCc1nn(CC(=O)NCCCN2CCN(C)CC2)c(=O)c2cc3sccc3n12	-1	9	-7	-6	-4	-3	1	-6	-10
11	O=C(c1ccc(CS(=O)(=O)c2c(Cl)cccc2Cl)o1)N1CCCC1	0	-7	-6	-1	6	3	3	-5	6
12	CC(=O)NC1=NN(C(C)=O)C(c2ccc(C)cc2)S1 (stereo not given)	0	-4	-2	-3	0	11	-2	-6	-8
13	COc1cccc(C2=NOC(C(=O)Nc3ccc4c(c3)OCO4)C2)c1 (stereo not given)	0	7	4	8	-1	15	-1	-1	-2
14	CN(C(=O)c1ccccc1C(=O)OCC(=O)Nc1cccc(Br)c1)c1ccccc1	-5	-3	-16	2	0	11	2	-1	-16
15	Fc1ccc(NC(=S)Nc2ccccc2Cl)cc1	-3	10	8	6	-4	-194	2	10	-4
16	O=C1c2cccc3cc([N+](=O)[O-])cc(c23)C(=O)N1c1nncs1	-1	0	-16	-24	-4	-84	6	2	-3
17	O=C1C2C(c3ccccc3)C=CC(c3ccccc3)C2C(=O)N1CCO (stereo not given)	-2	-6	-35	-8	-14	19	-1	-3	-9
18	Cc1ccccc1NP1(=O)OCCCN1Cc1ccccc1Cl (stereo not given)	.	.	.	.	5	17	3	-2	.
19	O=C1OCCC1Sc1nnnn1-c1ccccc1 (stereo not given)	-3	3	-13	-10	7	14	2	0	-4
20	COc1ccc(CCNS(=O)(=O)c2c(C)[nH]c(C)c2C(=O)N2CCCCC2)cc1OC	0	0	0	-5	-6	12	0	0	10

Pulled one by one from the list above, two records:
no.	Compound	beta cell repl	SENP7 inh	SENP6 block	UBC13 inh	PfG6PD inh	SENP8 block-1	SENP1 FRET inh	HKDC1 inh	SENP8 block-2
9	Cc1ccc(C(=O)CN2C(=O)NC3(CCCCCC3)C2=O)c(C)c1	0	4	-6	0	2	11	1	-2	6
8	C(=N\c1nc2ccccc2n1Cc1ccccc1)/c1cccs1	-2	2	17	-1	4	21	-2	-4	-5

Further entries
no.	Compound	beta cell repl	SENP7 inh	SENP6 block	UBC13 inh	PfG6PD inh	SENP8 block-1	SENP1 FRET inh	HKDC1 inh	SENP8 block-2
21	OC(c1ccccc1)C(CN1CCOCC1)c1ccccc1 (stereo not given)	-1	8	7	4	-10	10	2	-8	5
22	CSc1ccc(C2=CC(=O)C[C@H](c3ccc4c(c3)OCO4)C2)cc1	1	0	-14	10	-1	i	-7	2	-5
23	Cc1ccnc(NS(=O)(=O)c2ccc(NC(=O)C3CCCCC3C(=O)O)cc2)n1 (stereo not given)	-1	-8	-4	-16	-22	15	-1	-8	-9
24	Cc1cc(F)cc(C)c1Cn1cnc2c(cnn2C(C)(C)C)c1=O	-4	6	-3	1	-9	7	1	0	1
25	Cc1cc(C)cc(NC(=O)c2ccc(NC(=O)C3C4CC5OC(=O)C3C5C4)cc2)c1 (stereo not given)	-2	11	-3	-5	9	12	2	-1	1
26	CCOc1ccccc1C1CC(c2ccc(Cl)cc2)Nc2nc(N)nn21 (stereo not given)	-4	8	-12	5	1	-203	1	-2	1
27	O=C(O)c1cccc(Nc2c3ccccc3nc3ccccc23)c1	-3	-17	-16	-53	3	-485	-158	-4	-4
28	Cc1cccc(C)c1NC(=O)C(=O)NCCc1c[nH]c2ccccc12	-3	-1	-7	7	22	34	2	-3	-8
29	Cc1ccc(CN2C(=O)C(C)Nc3ncnc(N4CCOCC4)c32)cc1 (stereo not given)	-3	1	-8	2	10	-6	-4	-4	4
30	CN(CC(=O)Nc1c(Cl)cccc1Cl)C(=O)c1ccc2ccccc2n1	-1	7	-7	-5	0	1	-3	-3	-6
31	Cc1ccc2nc(SCCC(=O)O)cc(C)c2c1	-1	2	-2	18	-41	-12	2	-4	2
32	CC1CC(C)CN(S(=O)(=O)c2ccc(C(=O)OCC(=O)NCCN3C(=O)CSC3=O)cc2)C1 (stereo not given)	-1	-6	-35	0	5	7	4	5	-12
33	Cc1occc1C(=O)NC(C)C(C)(C)C (stereo not given)	-2	-3	-4	-8	-5	19	0	-1	5
34	CCN1CCC(O)(/C=C/c2ccc(C(C)C)cc2)C(C(=O)/C=C/c2ccc(C(C)C)cc2)C1 (stereo not given)	.	.	.	.	39	12	1	28	.
35	O=C(O)c1ccc(N2C(=O)CCCC2=O)cc1	4	11	1	-4	13	20	5	-7	-3
36	COc1ccc(Cc2nc(C)cc(Cl)n2)cc1[N+](=O)[O-]	-3	5	-18	3	-4	16	-2	-5	7
37	O=C(COC(=O)c1ccccc1NCCO)NNC(=O)c1cccs1	1	1	3	17	0	-496	-3	-6	14
38	CC(OC(=O)c1cccc(S(=O)(=O)N(C)C)c1)C(=O)NCc1ccc2c(c1)OCO2 (stereo not given)	0	-14	-5	0	4	9	-1	-3	-12
39	CCOC(=O)[C@H]1[C@H]2COc3ccccc3[C@@H]2N2C(=O)c3ccc(Cl)cc3NC(=O)[C@@]12C	-4	-6	-3	3	-11	7	1	-1	7
40	CCOC(=O)C1CCN(C(=O)/C=C/c2cccs2)CC1	2	4	1	-7	-13	-25	1	-8	-7
41	CN(C(=O)c1cccc(NC(=O)Cc2ccc(NC(=O)C3CCN(C(=O)C4CCCC4)CC3)cc2)c1)C1CCCC1	.	.	.	.	-2	7	4	3	.
42	CCSc1nnc(NC(=O)c2ccc(Br)s2)s1	-1	23	-13	-4	102*	-44	3	-2	-7
43	O=C(CSc1nncn1-c1ccccc1F)NC1CC1	3	7	-7	6	6	7	3	-4	4
44	CCOC(=O)N1CCN(C(=O)c2cc3ccc(OC)cc3[nH]2)CC1	-1	1	-8	6	-3	-2	-7	-5	-4
45	O=C(CNc1n[nH]c(=O)[nH]c1=O)N/N=C/c1cccnc1	0	0	3	11	-1	12	0	-6	-5
46	Cc1ccc(CSCC(=O)N/N=C/c2sccc2C)cc1	-5	7	-14	6	78*	9	2	-2	4
47	O=C1C2C3C=CC(C3)C2C(=O)N1c1ccc(-c2nc3ccccc3o2)cc1 (stereo not given)	-2	-10	-13	8	8	-135	0	-10	-17
48	COc1cccc(C=Nc2cc(C)cc(C)c2)c1O	0	8	-16	18	-7	2	8	-7	-1
49	CCCN1Cc2cccc(C(=O)Nc3ccc(OC)c(OC)c3)c2C1=O	.	.	.	.	-3	16	2	-7	.
50	CSc1nccc(Oc2ccc(C#N)cc2)n1	1	-3	-1	4	-2	12	1	-8	6
51	O=C(CN1CCN(Cc2ccccc2)CC1)Nc1ccc(N2CCOCC2)cc1	3	-6	-20	6	-3	13	2	-10	2
52	S=c1[nH]nc(-c2ccco2)n1/N=C/c1cccc(Cl)c1Cl	-3	-10	-13	-17	16	16	-1	4	-7
53	CC(C)Cn1c(N)c(C(=O)CSc2nc3ccccc3n2C)c(=O)n(C)c1=O	-2	-2	-3	8	2	22	-109	3	5
54	O=C(CSc1nc2ccccc2s1)N1c2ccccc2Sc2ccc(Cl)cc21	-5	-1	-16	1	-2	2	0	6	-1
55	CCCCOCCCNC(=O)N[C@@H](CCSC)C(=O)OC	-1	3	12	11	-12	12	0	-6	4
56	CCN1CCN(Cc2ccc(NC(=O)c3ccc(C)c(NC(=O)N4CCNC4=O)c3)cc2C(F)(F)F)CC1	-9&-8	3&-7	-2&-6	9&13	21&20&22	17&10&7	4&1&2	7&3	-3&-10
57	CC(=O)Oc1ccc(N(C(C)=O)S(=O)(=O)c2ccc(C)cc2C)c2ccccc12	-4	1	18	4	13	8	2	14	3
58	COc1cc(/C=N/NC(=O)c2ccc3c(c2)OCCO3)c(Br)c(Br)c1O	1	-1	8	-7	28	-81	-13	6	-1
59	COCCNC(=O)c1onc(CSc2cc(C)cc(C)c2)c1C(=O)O	-2	-3	-11	-3	-1	14	0	-2	4

12 entries from above, reformatted:
Each structure is followed by: beta cell repl | SENP7 inh | SENP6 block | UBC13 inh | PfG6PD inh | SENP8 block-1 | SENP1 FRET inh | HKDC1 inh | SENP8 block-2
41. CN(C(=O)c1cccc(NC(=O)Cc2ccc(NC(=O)C3CCN(C(=O)C4CCCC4)CC3)cc2)c1)C1CCCC1
  . | . | . | . | -2 | 7 | 4 | 3 | .
42. CCSc1nnc(NC(=O)c2ccc(Br)s2)s1
  -1 | 23 | -13 | -4 | 102* | -44 | 3 | -2 | -7
43. O=C(CSc1nncn1-c1ccccc1F)NC1CC1
  3 | 7 | -7 | 6 | 6 | 7 | 3 | -4 | 4
44. CCOC(=O)N1CCN(C(=O)c2cc3ccc(OC)cc3[nH]2)CC1
  -1 | 1 | -8 | 6 | -3 | -2 | -7 | -5 | -4
45. O=C(CNc1n[nH]c(=O)[nH]c1=O)N/N=C/c1cccnc1
  0 | 0 | 3 | 11 | -1 | 12 | 0 | -6 | -5
46. Cc1ccc(CSCC(=O)N/N=C/c2sccc2C)cc1
  -5 | 7 | -14 | 6 | 78* | 9 | 2 | -2 | 4
47. O=C1C2C3C=CC(C3)C2C(=O)N1c1ccc(-c2nc3ccccc3o2)cc1 (stereo not given)
  -2 | -10 | -13 | 8 | 8 | -135 | 0 | -10 | -17
48. COc1cccc(C=Nc2cc(C)cc(C)c2)c1O
  0 | 8 | -16 | 18 | -7 | 2 | 8 | -7 | -1
49. CCCN1Cc2cccc(C(=O)Nc3ccc(OC)c(OC)c3)c2C1=O
  . | . | . | . | -3 | 16 | 2 | -7 | .
50. CSc1nccc(Oc2ccc(C#N)cc2)n1
  1 | -3 | -1 | 4 | -2 | 12 | 1 | -8 | 6
51. O=C(CN1CCN(Cc2ccccc2)CC1)Nc1ccc(N2CCOCC2)cc1
  3 | -6 | -20 | 6 | -3 | 13 | 2 | -10 | 2
52. S=c1[nH]nc(-c2ccco2)n1/N=C/c1cccc(Cl)c1Cl
  -3 | -10 | -13 | -17 | 16 | 16 | -1 | 4 | -7

Assay outcomes: PubChem BioAssay, Sanford-Burnham Center for Chemical Genomics
